# From PubChem BioAssay
# ERK EGF inh: qHTS Assay for Inhibitors of the ERK Signaling Pathway using a Homogeneous Screening Assay; Stimulation with EGF; HEK293-V1b, EGF-stimulated phospho-ERK AlphaScreen; Potency, µM (highest dose often 11.5 µM), for inactives: at the highest dose activity change, negative = inhibition, hits mostly inhibitors; 130,000 compounds, 0.41% hits; AID 1454, 2008; active = well fitted inhibition curve with a large enough effect; inconclusive = small, poorly fitted or top-dose-only effect, or effect the other way;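 note: plate controls were stimulated vehicle wells for no effect and unstimulated vehicle basal for full effect; nearly all actives have a fitted effect of over 55% in size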
#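 Cell line HEK293 (stable V1b), low serum overnight. Pretreatment: compound 30 min, 37C. EGF 25 nM, 5 min. Detection: SureFire AlphaScreen, 5 h RT. AC50 via standard Hill equation.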
# An asterisk follows results filed as active; ? = inconclusive; [ ] = dose if it differs, or a comment. Potency is the fitted concentration of half-maximal effect.
ERK EGF inh | SMILES
-7% | CN(C)CCNC(=O)c1cc2sc3ccccc3c2s1
2% | COc1cc(C2Nn3c(nnc3-c3ccccc3OC)S2)ccc1O (stereo not given)
6% | COc1cc2c(CCNC(C)=O)c[nH]c2cc1O
9% | Cc1cccc(C)c1OCC(=O)Nc1ccc(S(=O)(=O)Nc2ccccn2)cc1
0% | CC(C)c1nnc(NC(=O)C2CCN(c3cnccn3)CC2)s1
8% | O=C(c1ccc(NS(=O)(=O)c2cccs2)cc1)N1CCCCC1
-2% | C/C(=N\NC(=O)c1cc(Br)ccc1O)c1cccs1
-6% | Cc1cc(C)n(-c2ncc(C#N)cn2)n1
-5% | CCN1CCC(NC(=O)Nc2ccccc2C(=O)OC)CC1
-5%[25.7 µM] | C=C(C)[C@H]1CC[C@]2(CO)CC[C@]3(C)[C@@H](CC[C@H]4[C@@]5(C)CC[C@@H](O)C(C)(C)[C@@H]5CC[C@@]43C)[C@H]12
-5% | Cc1ccc(S(=O)(=O)N2CCCC(CCC(=O)NCc3ccccc3F)C2)s1 (stereo not given)
1% | CS(=O)(=O)c1ccc(C(=O)NCc2ccc(F)cc2)cc1

# Going on with the list:
ERK EGF inh | SMILES
6% | CCCCNS(=O)(=O)c1ccc2nc(SCC(=O)Nc3cccc(F)c3)[nH]c2c1
5% | CN(C)c1ccc(/C=C(/C(=O)c2ccc(Cl)cc2Cl)n2cncn2)cc1
4% | COCCn1c(=O)c(-c2ccc(F)c(F)c2)nc2cncnc21
3% | O=C(N/N=C/c1ccc2c(c1)OCO2)c1ccc(NS(=O)(=O)c2cccs2)cc1
4% | O=C(NCc1ccccn1)C1CCN(C(=O)c2cc3sccc3n2Cc2ccc(F)cc2)CC1
6%[57.5 µM] | COc1ccc2[nH]c(C)c(CN3CCC(C)CC3)c(=O)c2c1
-4% | CCCCC/C=C\C=C\C(O)CCCCCCCC(=O)O (stereo not given)
-1% | Cc1ccsc1CN1CC(=O)N(c2c(C)cccc2C)C1=S
2% | COC1=C/C(=C/c2c(N)n3nc(-c4ccc(C)cc4)sc3nc2=O)C=CC1=O
-17%[57.5 µM] | O=C(Nc1nc2cc3c(cc2s1)OCCO3)c1cccc(N2C(=O)CCC2=O)c1
25µM* | O=C(O)c1ccc2cc(-c3ccc(O)c(C45CC6CC(CC(C6)C4)C5)c3)ccc2c1
0% | COc1ccccc1NS(=O)(=O)c1ccc(Cl)c(NC(=O)c2sc3cc(Cl)ccc3c2Cl)c1

# (more compounds)
ERK EGF inh | SMILES
-1% | CCCCC[C@H](CC(=O)NO)C(=O)N[C@H](C(=O)N1CCC[C@H]1CO)C(C)C
-2% | COc1ccc2cc(/C=N/O)c(Cl)nc2c1
? | CCN(CC)c1ccc(NS(=O)(=O)c2ccc(OC)cc2)cc1
-13% | O=C1CSC(c2cccnc2)N1c1ccc(Cl)cc1 (stereo not given)
3% | O=C(Nc1cccc(C(F)(F)F)c1)c1ccccc1NC(=O)C1CCCCC1
1% | CCCNC(=O)NC(=O)CSc1nc(C)cs1
3% | CCOc1cc(C(=O)Nc2ccccc2F)cc(Br)c1OCC
-6% | CCOC(=O)N1CCC(N2CCCC(C(=O)c3cc(C)c(OC)c(C)c3)C2)CC1 (stereo not given)
-5%[57.5 µM] | O=C(Nc1ccc(Cl)c(Cl)c1)Nc1nccs1
6%[57.5 µM] | O=[N+]([O-])c1cc(Cl)ccc1Oc1ccc(-c2nnco2)cc1
-2%[57.5 µM] | Cc1ccc(S(=O)(=O)N(C)C)cc1NC(=O)c1c(-c2c(F)cccc2Cl)noc1C
-2% | COc1ccccc1CNCc1cccc(Oc2ccccc2)c1

# Exported with bars between the fields: part of the list above.
mol | ERK EGF inh
COc1ccc2cc(/C=N/O)c(Cl)nc2c1 | -2%
Cc1ccc(S(=O)(=O)N(C)C)cc1NC(=O)c1c(-c2c(F)cccc2Cl)noc1C | -2%[57.5 µM]

# Later entries.
ERK EGF inh | SMILES
-19%[57.5 µM] | CC(C)Cc1nc(NCCN2CCOCC2)c(C#N)c2c1COC(C)(C)C2
0% | Cc1ccc(Cl)cc1-c1ccc(/C=N/n2cnnc2)o1
18% | CCN(CC)C(=O)CSC1=C(C#N)C(c2ccco2)C(C(=O)OCCOC)=C(C)N1 (stereo not given)
-7% | CC(NC(=S)NC1CCCCC1)C(c1ccccc1)N1CCOCC1 (stereo not given)
0% | Nc1nc(SCc2ccc([N+](=O)[O-])cc2)nc2nc3c(cc12)CCCC3
? | COC(=O)c1ccc(C2/C(=C(/O)c3ccc(OC)cc3)C(=O)C(=O)N2Cc2ccco2)cc1 (stereo not given)
0% | O=C(O)Cn1c2ccccc2c2ccccc21
-9% | Cc1ccc(C2(CC(=O)Nc3nccs3)CCOC(C(C)C)C2)cc1 (stereo not given)
7%[57.5 µM] | O=C(CNc1cccc(C(F)(F)F)c1)N/N=C/c1ccccc1C(=O)O
5% | O=C(CSc1cccc[n+]1[O-])Nc1cccc(Oc2ccccc2)c1
-3% | COc1ccccc1-n1c(Cc2cccs2)n[nH]c1=S
7% | COC(=O)NNC(=O)Cc1cccc2ccccc12

# Other entries
ERK EGF inh | SMILES
-4% | Cc1ccc(S(=O)(=O)NC(Cc2ccccc2)C(=O)O)cc1 (stereo not given)
8% | CCOC(=O)CCCn1nc(C)n2c(cc3sccc32)c1=O
-5% | COc1ccc(C)cc1NC(=O)C(OC(=O)CNC(=O)c1ccc(Br)cc1)c1ccccc1 (stereo not given)
-3% | O=C(O)CCCC(=O)Nc1ccc(OCc2nc3ccccc3s2)cc1
1% | Cc1ccc(C)c(-n2cc(CN3CCNC(=O)CC3)c(-c3ccccc3)n2)c1
-23% | O=C(CNC1CCCCC1)NN=C(c1ccccc1)c1ccccc1
-15% | COc1ccc(F)cc1C(=O)C1CCCN(C(=O)c2ocnc2C)C1 (stereo not given)
6% | CCCCOC(=O)Nc1ccccc1C(=O)N1CCCC1
3% | COC(=O)C1C(=O)c2c([nH]c(C(=O)OC3CCCCC3)c2C)CC1C (stereo not given)
-2%[57.5 µM] | CS(=O)(=O)N1CCN(c2ccc([N+](=O)[O-])c3cccnc23)CC1
1% | CCc1ccc(NC(=S)NC2CC3CCCC(C2)N3Cc2ccccc2)cc1 (stereo not given)
2% | CCCOc1ccc(C(=O)O/N=C(\CC)c2ccc(C)cc2)cc1

# (next part)
ERK EGF inh | SMILES
0% | COc1cc(-c2n[nH]c(=O)o2)cc(OC)c1OC
-24%[57.5 µM] | O=C(C1CCN(C2CCN(Cc3cccc4c3OCO4)CC2)CC1)N1CCOCC1
-1% | O=C(NC(=S)Nc1ccc(C(F)(F)F)cc1)c1csnn1
-4%[57.5 µM] | COC(=O)/C=C/c1ccccc1S(=O)(=O)N(Cc1ccccc1)Cc1ccco1
-6% | O=C(CSc1nc(-c2ccc(F)cc2)nc2c1Cc1ccccc1O2)Nc1cccc(C(=O)O)c1
-2% | O=C1Oc2ccccc2C(=O)/C1=C\N1CCN(c2ccccc2)CC1
-2%[57.5 µM] | O=[N+]([O-])c1ccc2c(c1)N([O-])C1(CCCCC1)[N+]2=O
7% | CCCC1NC(=S)NC(C)=C1C(C)=O (stereo not given)
-9%[57.5 µM] | C/C(=N\Nc1cc(C)nc(-c2ccccc2O)n1)c1ccccc1O
-2% | Cc1nc(N2CCC(C)CC2)c2c(C)c(C(=O)Nc3cc(F)ccc3C)sc2n1
-5% | CC1CCCC(C)N1C(=O)Cn1cc(C#N)c2ccccc21 (stereo not given)
8% | CCOc1ccc(NC(=O)Cn2cncc2-c2ccc([N+](=O)[O-])cc2)cc1

# (more compounds)
ERK EGF inh | SMILES
-4% | CC(Sc1nc2c([nH]c3ccccc32)c(=O)n1C)c1ccccc1 (stereo not given)
3% | Nc1nc2ccc(-c3nc4ccccc4o3)cc2s1
-1% | CCN(CC(=O)NCc1ccc(F)cc1)C(=O)COc1ccc2ccccc2c1
1% | Cc1ccc(C)c(OCCSc2nnc(C)c(=O)[nH]2)c1
-3% | CCn1c(C)c(C(C)=O)cc(C#N)c1=O
-10% | Cn1nc([N+](=O)[O-])nc1Sc1cccc2cccnc12
2% | C[C@H](NC(=O)[C@@H]1C[C@H]1[C@@H](NC(=O)OCc1ccccc1)c1ccccc1)c1ccccc1
-3% | Cc1cccc(NS(=O)(=O)c2ccc3nc(-c4ccccc4)[nH]c3c2)c1C
-1%[57.5 µM] | Cc1nnsc1-c1c(C(=O)N2CCOCC2)c(C)nn1-c1ccc(Cl)cc1
6% | Cc1cc(NC(=O)CCl)n(-c2nc3ccccc3s2)n1
13%[57.5 µM] | Cc1nc(Nc2ccccc2)sc1C(=O)c1ccccc1
-8%[57.5 µM] | COc1cccc(/C=N/NC(=O)c2cnccn2)c1O

# Remaining list, next part:
ERK EGF inh | SMILES
-1%[57.5 µM] | CC1(C)Cc2c(sc(NC(=O)Cc3ccccc3)c2C#N)CO1
-3%[57.5 µM] | COc1c(O)ccc(C2NC(=O)NC(C)=C2C(=O)Nc2ccccc2C)c1[N+](=O)[O-] (stereo not given)
6% | Cc1ccccc1N(CC(=O)Nc1ccc(S(=O)(=O)N2CCOCC2)cc1)S(C)(=O)=O
-2% | CC(=O)Nc1ccc(S(=O)(=O)N(C)CC(=O)N/N=C/c2cccc(O)c2)cc1
0% | CCC(CC)c1nnc(NC(=O)Cc2ccccc2[N+](=O)[O-])s1
-13% | O=C(c1ccccc1)[C@@H]1O[C@H]1c1ccc(-c2ccccc2)cc1
3% | O=C(N/N=C/c1ccccc1OC(F)F)C1=COCCO1
5% | O=C(O)CNC(=S)N(Cc1cccs1)C1CCCCC1
5% | O=c1cc(CN2CCN(c3ccccn3)CC2)nc2sccn12
-24%[57.5 µM] | CC1(C)c2ccccc2N2CC(=O)NC21/C=C/c1ccco1 (stereo not given)
3% | S=C1NC2=C(CCCC2=C2SCCS2)C(c2ccccc2)N1 (stereo not given)
4%[57.5 µM] | CCOC(=O)C1=C(C)NC(=S)NC1c1ccco1 (stereo not given)

# (continued)
ERK EGF inh | SMILES
-4% | O=C(CSc1ccccc1)Nc1nccs1
0%[57.5 µM] | NS(=O)(=O)c1ccc(NC(=S)Nc2ccc(C(=O)N3CCCCC3)cc2)cc1
-3% | CN(C)/C=N/c1c(C#N)cnn1C
-8% | CCOC(=O)c1ccc(N2CCN(C(C)=O)CC2)c(NC(=O)c2cccnc2)c1
-5% | c1ccc(-c2nnsc2-c2ncc[nH]2)cc1
7%[57.5 µM] | Fc1ccc(CSc2nnc(-c3ccco3)o2)cc1
-1% | CC1(C)O[C@H]2OC([C@H](O)CON3C(=O)c4ccccc4C3=O)[C@H](O)[C@H]2O1 (stereo not given in full)
28%[57.5 µM] | O=C(O)c1ccccc1-c1ccccc1C(=O)Nc1nc2ccccc2s1
1% | c1cc2nc(C34CC5CC(CC(C5)C3)C4)[nH]c2cn1
? | FC(F)Oc1ccc(-c2csc(NNC3=NCCCCC3)n2)cc1
2%[57.5 µM] | N/C(COc1cccc(Cl)c1)=N\O
10% | CN(Cc1cc([N+](=O)[O-])c2cccnc2c1O)C1CCCCC1

# More compounds follow.
ERK EGF inh | SMILES
-8%[57.5 µM] | Cc1ccc(-n2c(SCCN)nnc2-c2cccc(C)c2)cc1
-8% | CNC(=O)CSc1nnc(-c2cnccn2)n1C
-6% | Cc1cc(C)nc(NC2=NCC(=O)N2c2ccccc2Br)n1
1% | CC(C)(C)CC(=O)Nc1nnc(SCC(=O)NCc2cccs2)s1
3% | Cn1c(=NC(=O)c2ccc(S(=O)(=O)N3CCCc4ccccc43)cc2)sc2cc(S(C)(=O)=O)ccc21
7% | O=C(CSc1nc2cc(Cl)ccc2s1)Nc1cccc(S(=O)(=O)N2CCOCC2)c1
6% | COc1ccc(NC(=S)N(CCCN2CCC(C)CC2)Cc2cccs2)cc1Cl
9% | CC1=C(C(=O)O)N2C(=O)[C@@H](NC(=O)C(N)C3=CCC=CC3)[C@H]2SC1 (stereo not given in full)
5% | O=CN1CCN(C(C(=O)NC2CCCCC2)c2cc3c(cc2[N+](=O)[O-])OCO3)CC1 (stereo not given)
-2% | O=C(Nc1ccc2ccccc2c1)C(c1ccccc1)C1CCCC1 (stereo not given)
7% | Cc1cccc(-n2c(O)cnc2Nc2nc(C)cc(C)n2)c1
3%[57.5 µM] | O=c1c2c(nc3n1CCS3)c1cc(F)ccc1n2Cc1cc(=O)n2cc(Cl)ccc2n1

# The listing continues.
ERK EGF inh | SMILES
22% | CCCc1c(OCCCOc2ccc(OCC(=O)O)cc2)ccc(C(C)=O)c1O
5% | CCCCOc1ccc(C(C)NC(=O)CCS(=O)(=O)Cc2ccccc2Cl)cc1 (stereo not given)
7% | O=C(NCc1cccnc1)C(=O)NCC1CCCO1 (stereo not given)
9%[57.5 µM] | Cc1cc(C)c2c(=O)c(C#N)coc2c1

# In the list so far, ten have a nitro group on carbon:
ERK EGF inh | SMILES
6%[57.5 µM] | O=[N+]([O-])c1cc(Cl)ccc1Oc1ccc(-c2nnco2)cc1
0% | Nc1nc(SCc2ccc([N+](=O)[O-])cc2)nc2nc3c(cc12)CCCC3
-2%[57.5 µM] | CS(=O)(=O)N1CCN(c2ccc([N+](=O)[O-])c3cccnc23)CC1
-2%[57.5 µM] | O=[N+]([O-])c1ccc2c(c1)N([O-])C1(CCCCC1)[N+]2=O
8% | CCOc1ccc(NC(=O)Cn2cncc2-c2ccc([N+](=O)[O-])cc2)cc1
-10% | Cn1nc([N+](=O)[O-])nc1Sc1cccc2cccnc12
-3%[57.5 µM] | COc1c(O)ccc(C2NC(=O)NC(C)=C2C(=O)Nc2ccccc2C)c1[N+](=O)[O-] (stereo not given)
0% | CCC(CC)c1nnc(NC(=O)Cc2ccccc2[N+](=O)[O-])s1
10% | CN(Cc1cc([N+](=O)[O-])c2cccnc2c1O)C1CCCCC1
5% | O=CN1CCN(C(C(=O)NC2CCCCC2)c2cc3c(cc2[N+](=O)[O-])OCO3)CC1 (stereo not given)

# Some of the compounds tested; count on the stated rates, not on these rows.
